TSHR antagonist: blocks TSH signaling through the human TSH receptor; activity change, negative = inhibition, % at 11.5 µM; hit rate 0.2% among 330,000; TSHR-expressing cells, TSH-stimulated cAMP HTRF, 2 h; hits give low values;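 active = activity change below a set negative limit, meaning inhibition stronger than a set level, cut at about -70% in these data; inconclusive = activity change between two set negative limits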; also: % is scaled to controls: 0 for no effect and ±100 for the full control effect
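TSHR-expressing cells, 200/well, pre-treated with compound, then stimulated with EC80 TSH (4nM final) for 2 hours at 37 deg C. cAMP measured by competitive HTRF: anti-cAMP cryptate antibody in lysis buffer plus cAMP-d2, read after 30 minutes at room temperature.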
Mito fusion yeast: mitochondrial division inhibition or fusion activation; S. cerevisiae fusion-defective mutant growth rescue, CellTiterGlo 48 h; Potency, µM (titrated, usually from 46.1 µM), for inactives: at the highest dose growth rescue (activation), usual class: activators; hit rate 0.23% among 320,000; AID 485298;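 also: potency is read from the fitted curve at half-maximal effect; % of control where 0% means no effect; nearly all actives have a fitted effect of over 45% in size; temperature-sensitive fusion mutants such as fzo1-1 at 37 °C on non-fermentable ethanol glycerol medium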
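Read-out: ATP-based luminescence (CellTiterGlo, 10 min ambient) reporting growth of fusion-defective ts yeast after 48 hours at 37C on glycerol/ethanol YPEG medium in the presence of compound.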
USP2a inh: blocks human ubiquitin-specific protease USP2a. O75604. hit rate 0.01% among 330,000. Potency, µM (series often up to 38.3 µM), without a hit: at the highest dose activity change, negative = inhibition, most hits filed as inhibitors. USP2 core, Ub-CHOP2 coupled fluorogenic reporter, 485/531;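 also: potency is read from the fitted curve at half-maximal effect; plate controls were DMSO wells for no effect and full inhibition by NEM control for full effect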
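Deubiquitinase activity read as fluorescence (485/531 nm) after Ub-CHOP2 cleavage activates the enterokinase reporter on its substrate; USP2 core 10nM, Ub-CHOP2 and substrate 25nM each, 30min compound preincubation then 60min RT; data normalized to NEM, curves fitted.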
MBNL1-CUG inh: inhibitors of human MBNL1 binding to CUG repeat RNA; Q9NR56; TR-FRET MBNL1-His/biotin-(CUG)12 binding, 665/545 ratio; Potency, µM (highest dose often 57.5 µM), for inactives: at the top dose activity change, negative = inhibition, most hits filed as inhibitors; hit rate 0.036% among 280,000; AID 2675; active = well fitted inhibition curve with a large enough effect in the signal ratio, with a control signal flat, not every such curve was filed as active; inconclusive = small, poorly fitted or top-dose-only effect, or effect the other way, or a change in a side signal; inactive = no such curve, though single readings can be large or run the other way; the % refers to the signal ratio; also: potency is read from the fitted curve at half-maximal effect; % is scaled to controls: 0 for no effect and ±100 for the full control effect
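Ratiometric TR-FRET (665 over 545 nm, excitation 340 nm) tracks disruption of MBNL1-His/biotin-(CUG)12 complex after 60 min at room temperature, with compounds at 92 nM to 58 uM final.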
Menin-MLL TR inh: displaces Texas Red mutant MLL peptide from human menin | O00255 | Menin + Texas Red MLL mutant peptide, fluorescence polarization | Potency, µM (titrated, usually from 61.6 µM), for the others: at the highest dose FP activity change, negative = inhibition, usual class: inhibitors | hit rate 0.23% among 270,000 | AID 1768; active = well fitted inhibition curve with a large enough effect in the polarisation, with a control signal flat, not every such curve was filed as active; inconclusive = small, poorly fitted or top-dose-only effect, or effect the other way, or a change in a side signal; inactive = no such curve, though single readings can be large or run the other way; the % refers to the polarisation; also: potency is read from the fitted curve at half-maximal effect; % of control where 0% means no effect; many of its hits are not listed in these tables
BCR signal inh: inhibitors of chronic active B-cell receptor signaling | ABC-DLBCL IkBa-CBG/CBR reporter, luminescence ratio, 4 h | Potency, µM (top dose mostly 46.1 µM), inactives show at the top dose ratio change, negative = lower green/red ratio, most hits filed as inhibitors | hit rate 0.05% among 340,000; active = well fitted inhibition curve with a large enough effect in the signal ratio, with a control signal flat, not every such curve was filed as active; inconclusive = small, poorly fitted or top-dose-only effect, or effect the other way, or a change in a side signal; the % refers to the signal ratio;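 also: potency is read from the fitted curve at half-maximal effect; plate controls were basal doxycycline-induced cells for no effect and cells given 10 µM MG132 for full effect; MG132 reads +100%, hits lower the ratio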
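TMD8 ABC-DLBCL cells carrying doxycycline-inducible green luciferase fused to IkappaBalpha plus unfused red luciferase were exposed to compounds (up to 46 uM) for 4 hrs at 37C. Activity came from the overlap-corrected green/red luminescence ratio.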
S-ASM inh: human S-ASM enzyme inhibition | P17405 | placental ASM, HMU-PC fluorogenic substrate, 60 min | Potency, µM (top dose mostly 57.5 µM), without a hit: at the highest dose activity change, negative = inhibition, usual class: inhibitors | hit rate 0.006% among 340,000; also: potency is read from the fitted curve at half-maximal effect
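qHTS format. ASM enzyme prepared from human placenta hydrolyses the fluorogenic substrate HMU-PC0 (9 uM final) over 60 min at 37 °C after a 10 min compound preincubation.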
Eya2 phos inh: blocks the phosphatase activity of human Eya2; hit rate 0.006% among 330,000; Potency, µM (series often up to 76.9 µM), for the others: at the highest dose activity, negative = inhibition, actives largely listed as inhibitors; O00167; AID 488837; recombinant Eya2, OMFP fluorescence dephosphorylation (OMFP is methylfluorescein phosphate); also: potency is read from the fitted curve at half-maximal effect; % is scaled to controls: 0 for no effect and ±100 for the full control effect
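Eya2 (0.2 uM) preincubated 10 min at ambient with compound, then OMFP substrate added at 50 uM; 10 min reaction in 50 mM HEPES pH 7.5, 50 mM NaCl, 5 uM MgCl2, 0.05% BSA, 1 mM DTT. Fluorescence read at Ex 485/Em 525 nm.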
hERG WT inh: KCNH2 (human, wildtype) channel inhibition | Q12809 | U2OS, BacMam KCNH2, thallium flux FluxOr; hits give low values | hit rate 0.37% among 340,000 | activity change, % at 1.84 µM;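 active = maximum activity change below -70%; inconclusive = maximum activity change between -70% and -50%; inactive = maximum activity change above -50%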; also: % is scaled to controls: 0 for no effect and ±100 for the full control effect
Target sequence (Q12809 whole entry, looked up): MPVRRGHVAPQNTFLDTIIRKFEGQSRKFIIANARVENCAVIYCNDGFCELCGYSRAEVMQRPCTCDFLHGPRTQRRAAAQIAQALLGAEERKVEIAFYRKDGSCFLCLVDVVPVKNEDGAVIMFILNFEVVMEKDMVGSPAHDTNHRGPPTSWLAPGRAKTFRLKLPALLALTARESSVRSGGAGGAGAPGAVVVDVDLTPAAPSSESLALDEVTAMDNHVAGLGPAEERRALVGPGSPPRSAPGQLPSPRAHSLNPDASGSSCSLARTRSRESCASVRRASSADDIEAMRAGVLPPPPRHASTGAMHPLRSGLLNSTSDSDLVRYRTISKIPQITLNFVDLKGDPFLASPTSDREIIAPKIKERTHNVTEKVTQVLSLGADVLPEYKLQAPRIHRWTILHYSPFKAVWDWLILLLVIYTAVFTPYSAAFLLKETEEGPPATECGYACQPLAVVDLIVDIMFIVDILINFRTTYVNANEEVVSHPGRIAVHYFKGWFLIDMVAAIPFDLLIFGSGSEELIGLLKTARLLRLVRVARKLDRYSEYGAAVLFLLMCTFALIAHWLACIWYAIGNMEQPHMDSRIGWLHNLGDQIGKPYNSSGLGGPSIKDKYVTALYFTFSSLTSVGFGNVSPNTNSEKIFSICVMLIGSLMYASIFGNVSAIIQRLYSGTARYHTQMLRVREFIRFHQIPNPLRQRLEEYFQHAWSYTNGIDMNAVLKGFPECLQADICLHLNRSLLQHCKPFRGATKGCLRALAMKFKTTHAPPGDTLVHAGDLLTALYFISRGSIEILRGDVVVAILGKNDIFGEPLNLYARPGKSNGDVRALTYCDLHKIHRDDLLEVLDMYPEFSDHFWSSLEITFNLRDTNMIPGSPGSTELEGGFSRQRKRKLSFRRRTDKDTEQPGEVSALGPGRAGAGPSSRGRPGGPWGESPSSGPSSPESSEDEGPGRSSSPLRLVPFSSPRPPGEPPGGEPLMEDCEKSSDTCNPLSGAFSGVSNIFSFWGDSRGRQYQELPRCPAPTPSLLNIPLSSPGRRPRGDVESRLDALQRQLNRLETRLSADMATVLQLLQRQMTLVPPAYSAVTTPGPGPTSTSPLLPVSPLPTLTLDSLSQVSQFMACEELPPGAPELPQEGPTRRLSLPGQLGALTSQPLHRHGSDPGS
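U2OS cells transduced with wild-type KCNH2 virus are loaded with FluxOr dye for 45 min, and thallium flux is measured in kinetic reads before and after stimulation buffer. Rate constants are normalized to DMSO controls.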
GALK inhibitor: blocks human galactokinase activity. Potency, µM (highest dose often 57.5 µM), for inactives: top-dose activity change, negative = inhibition, hits mostly inhibitors. AID 1868. Purified GALK, Kinase-Glo residual ATP luminescence. hit rate 0.007% among 270,000. P51570; also: potency is read from the fitted curve at half-maximal effect; % is scaled to controls: 0 for no effect and ±100 for the full control effect
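Compounds were pin-transferred into ATP buffer (35 uM final), then GALK plus galactose (5 nM, 100 uM final) was added. After 1 h at room temperature, Kinase-Glo Plus was added and luminescence read after 10 min.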
PKM2 act: activators of human pyruvate kinase M2 | P14618 | purified PKM2, Kinase-Glo ATP luminescence, activation; response scale: 0% is enzyme alone, no compound | Potency, µM (doses to about 57.5 µM), without a hit: at the highest dose activation, actives largely listed as activators | hit rate 0.34% among 260,000 | AID 1631; also: potency is read from the fitted curve at half-maximal effect; % is scaled to controls: 0 for no effect and ±100 for the full control effect; nearly all actives have a fitted effect of over 55% in size
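Kinase-Glo luminescence reports ATP generated from ADP (0.1 mM) and PEP (0.5 mM) by purified hPK-M2 after 1 h at room temperature, pH 7.2 imidazole buffer; intermediate enzyme activity allows detecting inhibitors and activators.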
Numbers without * were called inactive; ? = inconclusive; · = no result given; [ ] = remark or other dose. Unless noted, calls follow the shape of the dose curve; as a rule, active = well fitted curve in the direction sought with a large enough effect; inconclusive = small, poorly fitted or top-dose-only effect, or another doubt; inactive = no such curve, though single readings can be large; an effect the other way counts as inactive or inconclusive.

SMILES	TSHR antagonist	Mito fusion yeast	USP2a inh	MBNL1-CUG inh	Menin-MLL TR inh	BCR signal inh	S-ASM inh	Eya2 phos inh	hERG WT inh	GALK inhibitor	PKM2 act
CCOc1ccc(C(=O)Nc2nccs2)cc1[N+](=O)[O-]	21.3	0.3%	2.6%	·	3.0%	?	-2.9%	1.8%	-2.1	1.8%	1.4%
CCCNC(=O)Nc1ccc(F)c(Cl)c1	-0.5	12.1%	-1.0%	-12.4%	21.0%	-3.7%	-0.1%	-9.3%	-11.1	3.7%	-2.5%
CCOc1ccccc1NC(=O)c1cccc(NC(=O)CC(c2ccccc2)c2ccccc2)c1	-10.0	3.0%	-1.1%	4.2%	?	14.8%	-3.5%	6.1%	6.5	-0.9%	-1.5%
O=C(Oc1ccc2cc(Br)ccc2c1)c1cccnc1	13.3	-2.0%	1.2%	3.9%	6.5%	?	2.5%	3.2%	10.8	-1.9%	2.4%
CCCC1=NN2C(=N)/C(=C\c3ccc(SCc4ccco4)o3)C(=O)N=C2S1	-17.7	2.4%	-0.5%	15.0%	?	-20.0%	-29.6%	29.6%	4.3	1.8%	-4.8%
CCS(=O)(=O)N1CCCC(C(=O)NCCCN(C)Cc2ccccc2)C1 (stereo not drawn)	-2.6	-1.4%	-1.4%	-7.8%	0.1%	3.2%	0.1%	-3.0%	1.1	1.6%	-6.2%
Cc1cccc(N2CCN(C(=O)c3ccc(NS(=O)(=O)c4c(C)noc4C)cc3)CC2)c1C	-30.9	1.7%	-8.7%	-8.3%	4.8%	?	-12.3%	3.0%	-12.1	1.1%	?
Cc1cccc(C)c1OCC(=O)N/N=C/c1cc2c(cc1[N+](=O)[O-])OCO2	-10.9	12.6%	7.6%	?	-2.4%	0.2%	-13.2%	-16.9%	-10.5	2.3%	6.9%
COC(=O)c1ccc(Nc2nc(-c3ccncc3)nc3ccccc23)cc1	-5.9	1.4%	2.0%	?	36.4%[activator]	0.4%	19.6%	-19.1%	6.2	-0.2%	·
O=C(NCc1cc2ccccc2[nH]1)c1ccccc1F	0.0	-7.0%	-0.4%	-1.8%	3.5%	?	4.3%	12.0%	-7.2	5.1%	3.3%
Cc1cccc(C)c1NC(=O)C1(N(Cc2ccco2)C(=O)Cn2nnnc2N)CCCCC1	-1.2	-2.2%	2.9%	-19.3%	1.5%	2.0%	-2.1%	12.9%	-5.1	·	4.2%
COc1cccc(/C=N/N2CCN(Cc3ccccc3)CC2)c1O	-2.5	0.1%	-0.1%	13.4%	-13.0%	0.0%	9.2%	-6.2%	6.7	8.5%	-3.6%[11.5 µM]
CNC(=S)N1CCN(C(c2ccccc2)c2ccccc2)CC1	-12.8	10.6%	1.4%	-10.6%	1.9%	-13.1%	-2.1%	?	5.5	-0.9%	1.5%
C/C(=N\NC(=O)COc1ccc(C(C)(C)C)cc1)c1ccccc1	4.5	-0.3%	4.0%	-0.5%	2.4%	-12.9%	-14.1%	-15.0%	-30.5	-3.2%	4.9%
N#C/C(=C\c1ccc2c(c1)OCCO2)C(=O)Nc1nccs1	6.8	-3.2%	-1.9%	16.9%	?	?	-0.3%	-9.5%	12.7	1.9%	·
Cc1ccc(CNC(=O)C2CCC(=O)N(Cc3ccccc3F)C2)s1 (stereo not drawn)	-7.9	-2.5%	3.0%	-11.8%	-11.7%	5.0%	3.6%	-0.9%	4.2	8.4%	·
Cc1c(CCC(=O)O)c(=O)oc2cc(OCc3ccccc3F)ccc12	-20.9	31.2%	-0.6%	-1.3%	-2.4%	0.7%	3.0%	6.7%	1.8	-1.2%	·
CC1CCCCC1NC(=O)COC(=O)c1ccc2ncsc2c1 (stereo not drawn)	-13.1	1.4%	2.8%	·	·	0.4%	3.5%	-9.6%	-11.4	·	·
CNC(=O)c1cc(OCC(F)(F)F)ccc1OCC(F)(F)F	-8.3	-1.0%	3.8%	7.2%	15.1%	8.1%	1.6%	-10.8%	-2.5	0.7%	-5.5%
CC(=O)c1c(C)[nH]c(C(=O)Nc2cc(S(=O)(=O)N(C)C)ccc2C)c1C	13.8	-5.1%	-1.3%	-7.1%	-1.3%	?	5.5%	4.5%	-13.0	-1.3%	?
COc1ccccc1-c1nc(SCC(=O)Nc2cc(C)on2)c2c(=O)n(C)c(=O)n(C)c2n1	-10.8	-3.4%	3.8%	3.0%	·	8.9%	4.7%	4.8%	-12.5	-5.5%	12.1%
O=C(Nc1ncccn1)C12CC3CC(CC(C3)C1)C2	2.4	0.7%	-0.9%	-7.3%	·	27.4%	2.4%	-3.4%	-6.4	4.4%	-1.3%
O=C(NCc1cccs1)c1csc2ccccc12	-6.0	3.0%	-0.3%	-4.2%	-4.1%	?	0.2%	2.4%	22.0	0.1%	-1.0%
COCCN(C(=O)CCC(=O)Nc1ccccn1)C(C(=O)NC(C)(C)C)c1ccc(OC)cc1 (stereo not drawn)	-4.6	-2.4%	1.5%	-2.4%	·	9.6%	1.8%	11.9%	6.9	-1.5%	·
O=C(CN1C(=O)COc2ccc(Cl)cc21)NCC1CCCO1 (stereo not drawn)	4.2	-2.2%	4.0%	-2.2%	12.1%	1.6%	6.2%	-7.6%	0.7	-9.4%	2.7%
COCCn1nnnc1C(c1ccc(Cl)cc1)N1CCSCC1 (stereo not drawn)	10.9	1.4%	2.0%	-1.9%	-6.8%	-0.8%	5.2%	-8.7%	-1.9	3.5%	0.0%
CCOC(=O)c1ccccc1NC(=O)CSc1ncc(C(=O)OCC)c(N)n1	11.2	0.3%	2.1%	2.7%	5.4%	?	-7.4%	-22.5%	-14.1	-3.1%	7.2%
COc1ccccc1S(=O)(=O)NCc1ccc(C(=O)NC2CCC(O)CC2)cc1 (stereo not drawn)	14.0	-1.5%	-2.1%	·	·	-0.4%	0.0%	7.6%	-7.0	·	·
Cc1ccc(S(=O)(=O)NCC(=O)N2CCN(c3ccc(F)cc3)CC2)cc1	-16.8	-23.9%	1.1%	2.8%	·	1.1%	1.1%	-5.9%	1.5	5.2%	-0.9%
CCCC(C(=O)N(C)CC(=O)Nc1ccc(N2CCOCC2)cc1)c1ccccc1 (stereo not drawn)	-6.3	2.4%	0.8%	·	·	8.7%	-1.0%	-2.6%	-13.5	·	·
CCOc1ccc(NC(=O)c2ccccc2OCC(=O)c2ccc(C)cc2)cc1	-2.8	-2.9%	-2.0%	3.6%	8.6%	0.1%	-18.0%	5.6%	11.9	-0.3%	-0.1%
COc1ccc(C)cc1NC(=O)C1COc2ccccc2O1 (stereo not drawn)	-10.6	-0.5%	-6.2%	-3.4%	6.4%	?	-1.7%	5.2%	-4.5	0.1%	·
O=c1cc(-c2ccc(Cl)cc2)[nH][nH]1	6.8	4.3%	-1.1%	-4.7%	-12.2%	?	-0.9%	9.8%	7.3	-0.6%	-1.6%
COc1ccc(OC)c(NC(=O)c2ccccc2N(C)S(=O)(=O)c2ccc(C)cc2)c1	-5.9	1.8%	-0.1%	5.3%	28.5%	12.2%	-0.6%	-2.1%	-2.6	6.7%	-3.9%[11.5 µM]
CCn1cnc2cc(NCc3ccncc3)ccc21	-3.8	-0.9%	2.1%	-2.9%	10.2%	?	1.6%	-2.2%	-14.9	-0.3%	1.0%
NC(=O)CCn1c(=O)oc2ccccc21	-0.8	-0.7%	2.5%	1.5%	-3.1%	-0.8%	2.2%	13.1%	0.2	-2.5%	5.5%
O=C(C(=O)c1ccc(O)cc1)c1ccccc1	6.5	8.3%	-0.7%	0.6%	0.1%	9.1%	0.6%	-0.5%	-12.4	3.6%	·
NC(=O)CSc1nnc(Cn2c(=O)sc3ccccc32)n1CCc1ccccc1	5.6	-1.9%	-0.5%	-12.4%	2.8%	-6.1%	-0.6%	-8.4%	4.4	0.5%	0.1%
Cc1nc2sc(C(c3ccccc3)N3CCC(O)CC3)c(O)n2n1 (stereo not drawn)	-8.7	-2.1%	0.1%	-0.2%	-2.9%	0.4%	3.7%	4.3%	-5.0	0.5%	-0.8%

An excerpt, so the mix of outcomes need not match the whole.
